HKDC1 inhibitor: HKDC1 hexokinase inhibitors, primary screen, biochemical, fluorescence, uHTS; Q2TB90; recombinant HKDC1, G6PDH/diaphorase resazurin coupled fluorescence; inhibition, % at 20 µM; hit rate 0.16% among 340,000;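 active = inhibition above about 35% when tested at 20 µM, limit read from the data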;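 note: plate controls were DMSO wells with enzyme for no effect and DMSO wells lacking enzyme for full effect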
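Assay system: in-house recombinant HK5 (HKDC1) enzyme. Input: HKDC1 at 5 µg/mL. Medium: Tris pH 8.0 buffer with MgCl2, Tween-20, BSA, BME. Dosing: single 20 µM dose. Schedule: 90 min reaction incubation at room temperature, dark. Signal: resazurin-to-resorufin fluorescence via G6PDH and diaphorase coupling, 525/613 nm. Controls: DMSO-enzyme wells negative, buffer-substituted wells positive.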
mIAP inh: inhibitors of mouse IAP, primary screen, biochemical, luminescence, uHTS | purified mouse IAP, CDP-Star luminescence, 30 min | inhibition, % at 10 µM | hit rate 0.2% among 330,000 | AID 2806, 2010;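 active = inhibition of at least 40% at 10 µM in the primary screen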;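 note: plate controls were DMSO with enzyme for no effect and no enzyme wells for full effect; values of inactives mirror those of a sister screen read the other way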
hIAP inh: human IAP inhibitors, primary screen, biochemical, luminescence, uHTS. Intestinal-type alkaline phosphatase (Homo sapiens), P09923. purified IAP, CDP-Star luminescence, 30 min. inhibition, % at 10 µM. hit rate 0.12% among 330,000. AID 2544, 2010;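 active = inhibition reaching a set limit with compound at 10 µM in the primary screen, cut at about 35% in these data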;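 note: plate controls were DMSO wells with enzyme for no effect and no-enzyme buffer wells for full effect; values of inactives mirror those of a sister screen read the other way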
Target sequence (P09923 whole entry, looked up): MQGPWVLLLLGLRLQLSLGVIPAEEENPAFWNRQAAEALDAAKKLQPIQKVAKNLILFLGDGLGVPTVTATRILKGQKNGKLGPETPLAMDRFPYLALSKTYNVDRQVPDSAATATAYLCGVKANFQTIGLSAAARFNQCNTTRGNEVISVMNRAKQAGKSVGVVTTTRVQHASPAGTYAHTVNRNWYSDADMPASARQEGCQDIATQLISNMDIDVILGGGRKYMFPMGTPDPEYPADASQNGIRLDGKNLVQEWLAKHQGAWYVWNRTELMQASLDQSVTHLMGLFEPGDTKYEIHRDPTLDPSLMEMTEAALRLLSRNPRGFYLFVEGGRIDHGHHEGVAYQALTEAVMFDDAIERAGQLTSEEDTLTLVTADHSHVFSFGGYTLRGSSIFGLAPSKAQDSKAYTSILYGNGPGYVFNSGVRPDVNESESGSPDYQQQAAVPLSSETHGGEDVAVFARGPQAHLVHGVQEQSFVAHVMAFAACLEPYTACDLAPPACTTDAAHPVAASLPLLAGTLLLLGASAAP
A3A deaminase: APOBEC3A ssDNA deaminase inhibitors, primary screen, selectivity assay for APOBEC3G inhibitor project, biochemical, FAM/TAMRA oligo cleavage fluorescence; recombinant A3A, FAM/TAMRA ssDNA deamination fluorescence; inhibition, % at 20 µM; hit rate 0.41% among 330,000;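 active = at least 40% inhibition at 20 µM here, with at most 30% in a related deaminase screen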;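 note: plate controls were A3A with DMSO for no effect and wells lacking A3A enzyme for full effect; some results filed as inactive read as strong as hits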
PfGluPho inh: PfG6PD enzyme inhibitors, primary screen, biochemical, fluorescence intensity, uHTS; glucose-6-phosphate dehydrogenase-6-phosphogluconolactonase (Plasmodium falciparum 3D7); PfGluPho enzyme, NADPH resazurin-diaphorase fluorescence; inhibition, % at 20 µM; hit rate 0.78% among 350,000; AID 504690, 2011;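 active = inhibition reaching at least a set limit at 20 µM in the primary screen, cut at about 59% in these data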;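 note: 0% = DMSO wells with substrate and 100% = DMSO wells lacking glucose-6-phosphate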
mIAP activ: activators of mouse IAP, primary screen, biochemical, luminescence, uHTS | activation factor at 10 µM | muIAP, CDP-Star luminescence, 30 min; stronger effect = higher value; 1 = vehicle-only enzyme signal, 0 = enzyme-free wells | intestinal alkaline phosphatase [Mus musculus] | hit rate 0.24% among 330,000;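 active = activation factor of at least 2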; note: the source names both 10 and 20 µM as test concentration; values of inactives mirror those of a sister screen read the other way
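System: mouse IAP enzyme. Reagent: CDP-Star chemiluminescent phosphatase substrate. Benchmarks: DMSO wells, no-enzyme wells. Times: 30 min enzyme-substrate-compound incubation at room temperature. Detection: luminescence from enzymatic CDP-Star hydrolysis. Doses: test compounds delivered from DMSO solution.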
hIAP act: human IAP activators, primary screen, biochemical, luminescence, uHTS. Intestinal-type alkaline phosphatase (Homo sapiens), P09923. purified human IAP, CDP-Star luminescence, 30 min; stronger effect = higher value; 1 = vehicle-only enzyme, 0 = enzyme-free background. activation factor at 10 µM. hit rate 0.16% among 330,000;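 active = activation factor of the enzyme at least 2-fold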; note: the source names both 10 and 20 µM as test concentration; values of inactives mirror those of a sister screen read the other way
ATG4B inhibitor: ATG4B protease inhibitors, primary screen, biochemical, fluorescence, uHTS | Cysteine protease ATG4B (Homo sapiens), Q9Y4P1 | ATG4B cleavage of LC3-PLA2, NBD-HPC fluorescence, 1 h | inhibition, % at 8.33 µM | hit rate 0.51% among 340,000 | AID 504462, 2011; in the data active = inhibition above about 40%
Target sequence (Q9Y4P1 whole entry, looked up): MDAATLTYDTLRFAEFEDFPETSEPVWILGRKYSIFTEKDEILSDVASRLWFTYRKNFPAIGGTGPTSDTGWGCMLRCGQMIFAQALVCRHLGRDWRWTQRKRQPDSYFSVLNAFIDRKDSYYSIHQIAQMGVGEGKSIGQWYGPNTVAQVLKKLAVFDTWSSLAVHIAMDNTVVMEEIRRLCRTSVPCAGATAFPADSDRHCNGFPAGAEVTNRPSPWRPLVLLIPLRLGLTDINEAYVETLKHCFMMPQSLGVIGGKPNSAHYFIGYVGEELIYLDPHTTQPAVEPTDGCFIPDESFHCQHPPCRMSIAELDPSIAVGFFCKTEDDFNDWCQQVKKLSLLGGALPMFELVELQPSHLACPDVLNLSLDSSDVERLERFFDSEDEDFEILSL
* marks the source's active call; other numbers are inactive results; / = no result given.

SMILES	HKDC1 inhibitor	mIAP inh	hIAP inh	A3A deaminase	PfGluPho inh	mIAP activ	hIAP act	ATG4B inhibitor
O=C(NCCc1ccc2c(c1)OCCO2)c1cc(F)cc(F)c1	1.4	-4.1	-4.7	-5.7	-9.6	1.04	1.05	7.8
COc1ccc(CN(C(=O)CN2C(=O)C(C)Oc3ccccc32)C2CCCC2)c(OC)c1 (stereo not given)	-1.2	4.1	0.9	-0.3	-11.5	0.959	0.991	2.9
COc1ccc(N(CC(=O)Nc2ccccc2F)S(=O)(=O)c2ccc(OC)c(OC)c2)cc1	2.8	0.0	1.6	-2.4	-10.7	1	0.984	-0.5
CCOC(=O)N1CCC(NS(=O)(=O)c2cc(Br)cc3c2N(C(=O)CC)CC3)CC1	-0.2	5.9	-10.6	-1.1	5.3	0.941	1.11	-9.9
CC1CC(C)CN(C(=O)C(Cc2ccccc2)NC(=O)c2ccccc2)C1 (stereo not given)	0.8	-3.4	-20.3	-2.4	16.1	1.03	1.2	3.2
CCN(Cc1ccncc1)C(=S)NCc1ccccc1	-4.3	-15.3	-0.4	-1.1	-4.2	1.15	1	6.0
N#Cc1cccc(C#N)c1Oc1ccc(S(=O)(=O)Nc2ccc(Cl)cc2)cc1	3.2	7.9	6.8	1.8	-26.8	0.921	0.932	0.5
Cc1ccc(NC(=O)c2ccc3c(c2)N(CC(=O)NC(C)C)C(=O)C(C)(C)O3)cc1	5.7	-1.5	-3.8	0.9	-8.3	1.01	1.04	5.2
O=c1[nH]cc(C(F)(F)F)cc1NS(=O)(=O)c1ccc([N+](=O)[O-])cc1	-4.9	14.1	-11.6	3.9	8.8	0.859	1.12	4.1
COc1ccc(-c2cc(OC)c3c(C)oc(C)c3c(=O)c2)cc1OC	-1.1	8.0	-1.2	2.0	17.4	0.92	1.01	1.0
COc1ccc(N2CCN(S(=O)(=O)c3cc4c5c(c3)C(C)C(=O)N5CCC4)CC2)cc1 (stereo not given)	-3.8	-7.1	-12.3	0.1	1.4	1.07	1.12	-15.4
Cc1n[nH]c(C)c1CCC(=O)N/N=C/c1cccs1	-3.9	-7.8	-3.1	3.5	0.4	1.08	1.03	-5.6
c1ccc(CNc2ccc(CNc3ncn[nH]3)cc2)cc1	-2.3	10.9	20.5	-0.3	-2.4	0.891	0.795	-0.7
O=C(Nc1cccc(Cl)c1)Nc1nccs1	5.4	12.4	7.9	-3.8	12.1	0.876	0.921	0.4
O=C(Nc1ccc(S(=O)(=O)N2CCCCC2)cc1)c1ccc(Cl)nc1	1.4	10.2	-8.1	-4.2	5.0	0.898	1.08	-49.8
O=C(COC(=O)c1cccc(S(=O)(=O)N2CCc3ccccc3C2)c1)NCc1ccco1	-3.1	1.1	8.2	16.9	-4.0	0.989	0.918	1.9
COc1cc2c(cc1OC)CN(CC(=O)Nc1ccc(C)c(C)c1)CC2	-1.0	-2.6	-24.8	-6.7	-7.6	1.03	1.25	-8.5
O=C(NC(=C(Cl)Cl)S(=O)(=O)c1ccc(Cl)cc1)c1ccccc1	16.6	4.1	3.8	-1.6	-1.3	0.959	0.962	-10.0
C[N+](C)(C)CCOc1ccc([N+](=O)[O-])cc1	-9.6	10.4	-4.0	-0.6	-12.0	0.896	1.04	-5.1
O=C(NCCN1CCOCC1)c1ccc2c(c1)N(Cc1ccc(Cl)cc1)C(=O)CS2	7.7	-2.5	6.0	-0.6	10.6	1.02	0.94	-9.3
CCOc1cc(N2CCOCC2)c(OCC)cc1NC(=O)CN1C(=O)C2C3C=CC(C3)C2C1=O (stereo not given)	-9.4	-5.9	1.5	-0.7	-3.3	1.06	0.985	-9.9
CCc1nonc1NC(=O)c1oc2cc(Br)ccc2c1C	-4.2	0.6	-15.7	-4.3	-13.2	0.994	1.16	-9.2
CN(C)C(=O)CSc1nnc(NC(=O)CCc2ccccc2)s1	-3.5	-2.0	-12.2	-0.5	-7.8	1.02	1.12	1.3
CN(C)c1cccc(C(=O)OCC(=O)c2ccc[nH]2)c1	-15.3	3.5	0.4	-5.0	2.1	0.965	0.996	-0.9
O=C(N/N=C/c1coc2ccc(Cl)cc2c1=O)c1cc(O)cc(O)c1	16.5	9.5	-5.7	-0.3	1.9	0.905	1.06	38.6
CCCCCNc1nc(-c2ccccc2)cs1	/	-7.1	-6.5	-2.1	/	1.07	1.06	/
CCOc1cc(/C=N/NC(=O)CCc2n[nH]c(=O)[nH]c2=O)ccc1O	-4.6	5.7	9.0	-1.2	-17.0	0.943	0.91	0.1
CCC(C)NC(=O)C1CCC(=O)N(c2ccc3c(c2)OCO3)C1c1ccc(OC)cc1 (stereo not given)	-5.1	-2.4	13.8	-1.4	-2.8	1.02	0.862	-8.6
O=C1N(CC(=O)N2CCc3ccccc32)CCN1Cc1ccc(Cl)cc1	-4.6	3.2	-32.1	-3.1	18.5	0.968	1.32	-1.5
COc1cccc(NC(=O)Cc2cn(C)c3ccccc23)c1	-4.5	-7.4	-10.5	-4.6	4.1	1.07	1.1	-5.1

Continued; it opens with the 4 that closed the last part.
SMILES	HKDC1 inhibitor	mIAP inh	hIAP inh	A3A deaminase	PfGluPho inh	mIAP activ	hIAP act	ATG4B inhibitor
CCOc1cc(/C=N/NC(=O)CCc2n[nH]c(=O)[nH]c2=O)ccc1O	-4.6	5.7	9.0	-1.2	-17.0	0.943	0.91	0.1
CCC(C)NC(=O)C1CCC(=O)N(c2ccc3c(c2)OCO3)C1c1ccc(OC)cc1 (stereo not given)	-5.1	-2.4	13.8	-1.4	-2.8	1.02	0.862	-8.6
O=C1N(CC(=O)N2CCc3ccccc32)CCN1Cc1ccc(Cl)cc1	-4.6	3.2	-32.1	-3.1	18.5	0.968	1.32	-1.5
COc1cccc(NC(=O)Cc2cn(C)c3ccccc23)c1	-4.5	-7.4	-10.5	-4.6	4.1	1.07	1.1	-5.1
O=C(CN1CCSCC1)N/N=C/c1ccc(F)cc1F	-7.2	-6.0	-5.3	6.8	-4.5	1.06	1.05	-5.0
Cc1cc(C)c(C)c(S(=O)(=O)Nc2ccccc2C(=O)NCCCN2CCOCC2)c1C	-5.6	4.1	-7.8	-1.4	-11.0	0.959	1.08	-10.2
NNC(=O)C(Cc1ccc(O)cc1)N1Cc2ccccc2C1=O (stereo not given)	1.0	3.9	-7.9	-3.5	-10.7	0.961	1.08	1.6
O=C(N=C1SC2CS(=O)(=O)CC2N1c1ccc(Br)cc1Cl)C1CC1 (stereo not given)	0.6	0.0	8.1	-0.2	2.8	1	0.919	-6.1
Fc1ccc2cnc(-c3ccccc3)c(-c3cccc(C(F)(F)F)c3)c2c1	9.5	6.3	-5.8	1.1	8.5	0.937	1.06	-9.1
Cc1ccc(NC2=CC(=O)OC(C)C2)cc1 (stereo not given)	-6.1	4.5	6.0	-0.3	-23.3	0.955	0.94	-9.1
COc1c(C)cccc1C(=O)NCCCNC(=O)c1ccc(C)nc1	2.7	3.1	-12.7	-3.7	-19.1	0.969	1.13	12.5
Cn1c(SCC(=O)NCc2ccc(F)cc2)ncc(C(=O)Nc2ccccc2)c1=O	2.9	-6.6	6.4	1.4	-15.7	1.07	0.936	0.4
O=c1[nH]cnc2c1sc1nc3c(c(-c4ccc(Cl)cc4)c12)CCC3	7.0	-1.1	-6.6	-4.3	-31.3	1.01	1.07	-2.7
Cc1nn(-c2ccc3ccccc3c2)c(=O)c2ccccc12	2.8	-7.6	4.4	-2.2	-5.6	1.08	0.956	10.3
O=C(CCNc1ccc(F)cc1)c1cccc([N+](=O)[O-])c1	-3.0	3.3	6.6	2.2	11.9	0.967	0.934	2.8
CCc1c(O)nc(SCC(=O)c2ccccc2)n(-c2ccccc2)c1=O	-0.3	-0.6	0.5	-6.3	-17.3	1.01	0.995	5.3
Cc1ccc(SCc2ccc(C(=O)Nc3cccc([N+](=O)[O-])c3)cc2)cc1	11.7	7.3	20.4	5.3	3.7	0.927	0.796	-9.2
O=C(COC(=O)Cc1ccsc1)NC1CCCCCC1	-3.9	5.6	-16.4	-3.1	0.2	0.944	1.16	-11.8
N#CCC(=O)Nc1ccc(C(=O)OCC(=O)NNC(=O)c2cccs2)cc1	-1.3	13.0	3.8	-0.7	-8.5	0.87	0.962	-3.8
Cc1cc(N2CCCC2)nc2ccc(NC(=S)NC(C)C)cc12	20.1	-0.2	0.0	-0.5	-15.1	1	1	2.1
CC(C)NC(=O)Cn1cc(C(=O)C(=O)N2CCOCC2)c2ccccc21	-3.0	7.0	-1.8	-1.6	10.7	0.93	1.02	-2.6
O=C(NCCSCc1ccc(Cl)cc1)c1cccs1	-1.6	-9.8	-9.6	1.2	5.5	1.1	1.1	8.2
COC(=O)[C@@H]1C[C@@]2(O)[C@H](O)[C@H](O)[C@H](O)C[C@H]2N1CC(c1ccccc1)c1ccccc1	0.8	3.7	5.4	-1.3	-4.0	0.963	0.946	-5.5
Cc1ccc(C)c(Nc2ncnc3nc[nH]c23)c1	0.6	15.8	-49.8	2.1	-14.0	0.842	1.5	-4.6
O=C1NC(c2ccncc2)Nc2ccccc21 (stereo not given)	-2.7	-11.0	-21.4	0.0	12.8	1.11	1.21	-1.5
C=CCN1c2ccccc2[C@]23C[C@@H](C(=O)OC)N(C(=O)NC4CCCC4)C2=NC(C(=O)OC)=C(C(=O)OC)[C@H]13	2.2	4.4	11.5	-3.7	-9.1	0.956	0.885	-6.2
CCOC(=O)c1nnn(CC(=O)N2N=C(c3ccccc3)CC2c2ccccc2)c1C(=O)OCC (stereo not given)	-0.1	-11.2	-15.1	-2.4	-10.6	1.11	1.15	-9.5
Cc1ccc(-c2noc(CN3CCN(c4ccccc4F)CC3)n2)cc1	4.2	6.7	22.3	0.9	9.4	0.933	0.777	4.8
O=S(=O)(Nc1cccc(S(=O)(=O)N2CCCC2)c1)c1ccc(F)cc1	4.7	-0.1	12.0	-4.4	6.1	1	0.88	-8.7
O=C(COC(=O)c1cnccn1)Nc1cccc(F)c1	1.0	4.1	4.4	3.6	-10.0	0.959	0.956	0.4
Cc1ccc(C(=O)N/C(=C\c2ccccc2)C(=O)NCc2ccncc2)cc1	-8.3	-0.4	-5.7	0.1	-3.1	1	1.06	-10.0
CCNC(=S)N/N=C(\C)c1ccc(N2CCOCC2)cc1	-14.5	6.1	-3.7	-1.3	7.6	0.939	1.04	-9.5
O=C(Nc1ncn[nH]1)c1cc([N+](=O)[O-])ccc1Cl	2.9	5.0	14.7	-3.3	1.7	0.95	0.853	-6.4
Cn1nnnc1SCC(=O)Nc1ccc2c(c1)OCO2	-12.9	-7.7	-8.9	3.2	-3.5	1.08	1.09	1.2

Screens as filed in PubChem.
